Autophagy mod = autophagy modulators in MEF cells, primary screen, imaging, high-content, MEF GFP-LC3; MEF GFP-LC3 puncta imaging; test concentration mostly 10 µM; calls only at 10 µM (by protocol); 190,000 compounds, 0.98% hits; AID 463193, 2010;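 active = percentage of spot-positive cells more than 3 SD above its plate mean, without a fluorescence outlier flag or 80% toxicity; inconclusive = no clear call, values can overlap the other calls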;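 also: spot-positive cell cutoff set from DMSO-treated cells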
WT yeast gro inh = growth inhibition of WT strain, primary screen, mitochondrial fusion inhibitor project, WT and mutant strains, chemical genetic; mitochondrial fusion phenotypic screen; inhibition, % at 10 µM; 190,000 compounds, 2.1% hits; in the data active = inhibition above about 58%; tested in S. cerevisiae
AID2073 = inhibitors of Mint1-CaV2.2 protein interaction, biochemical, HTRF (AID 2073); Voltage-dependent N-type calcium channel subunit alpha-1B (Homo sapiens); inhibition, % at 20 µM; hits with a dose series show IC50 in µM; HTRF protein-protein interaction, Mint1-CaV2.2; higher % means a stronger effect; 290,000 compounds, 0.19% hits; in the data active = inhibition mostly above about 51%, no sharp cut-off; inconclusive = no clear call, values can overlap the other calls; inactive = mostly below about 53%; also: some results filed as inactive read as strong as hits
K1F lysis inhibition = inhibition of K1F phage lysis, E. coli UTI89, bacterial capsule biogenesis inhibitors, alamar blue (AID 488966); E. coli UTI89 K1F phage lysis, alamar blue, 2 h; higher % means a stronger effect; inhibition, % at 100 µM; hits with a dose series show IC50 in µM; 340,000 compounds, 0.02% hits;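 active = phage lysis inhibition, versus mean bacterial control, above a set limit; inconclusive = no clear call, values can overlap the other calls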;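 also: capsule biogenesis inhibitors block K1F phage lysis so surviving cells raise fluorescence; higher fluorescence means more inhibition of phage lysis; actives were called in the ten point dose series up to 300 µM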
NTR1 agonist = agonists of NTR1, primary screen, imaging, U2OS cells, beta-arrestin-GFP, high content (AID 493036); NTR1-U2OS beta-arrestin-GFP spot imaging, agonist mode; activation, % at 20 µM; 330,000 compounds, 0.17% hits;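 active = activation at or above 40% of the spot to cytoplasm intensity ratio, with at least 20 cells analyzed; inconclusive = wells under 20 cells, flagged as cytotoxic or low count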;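 also: 0% = DMSO without peptide and 100% = 100 nM NTR1 peptide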
Target sequence (P30989 whole entry, looked up): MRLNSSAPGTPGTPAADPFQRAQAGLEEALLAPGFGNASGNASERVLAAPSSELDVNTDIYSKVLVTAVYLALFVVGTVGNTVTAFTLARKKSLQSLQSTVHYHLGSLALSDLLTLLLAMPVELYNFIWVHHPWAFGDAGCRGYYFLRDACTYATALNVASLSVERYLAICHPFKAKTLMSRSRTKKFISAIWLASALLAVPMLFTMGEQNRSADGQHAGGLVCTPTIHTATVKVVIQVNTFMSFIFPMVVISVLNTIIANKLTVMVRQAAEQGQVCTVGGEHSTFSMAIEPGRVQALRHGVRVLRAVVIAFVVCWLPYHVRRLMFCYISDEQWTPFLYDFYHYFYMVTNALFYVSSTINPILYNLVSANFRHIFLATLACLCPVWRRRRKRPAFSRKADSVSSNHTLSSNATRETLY
RSV antiviral HEp-2 = RSV antiviral activity via CPE protection, HEp-2 cells, primary 10 µM value included (AID 2391); HEp-2 cells, RSV-induced CPE inhibition; higher % means a stronger effect; CPE inhibition, % at 10 µM; hits with a dose series show IC50 in µM; 310,000 compounds, 0.13% hits; in the data active = a potency from the dose series; inconclusive = CPE inhibition mostly from about 23% at the one dose, without a potency; inactive = the rest, 99 in 100 with CPE inhibition below about 21%; also: strong numbers were not always called active
NS5 inhibitors = Dengue-2 NS5 methyltransferase inhibitors, primary screen, biochemical, confirmation dose response (AID 588689) | 340,000 compounds, 0.3% hits | inhibition, % at 25 µM, or IC50 in µM where a hit was titrated | Dengue-2 NS5 methyltransferase capping enzyme assay, biochemical; higher % means a stronger effect | Genome polyprotein (Dengue virus type 2 (strain 16681-PDK53)); in the data active = a potency from the dose series; inconclusive = inhibition above about 29% without an active follow-up result
GPR35 arrestin U2OS = GPR35 antagonists blocking zaprinast-driven arrestin recruitment, primary screen, imaging, U2OS, beta-arrestin-GFP, zaprinast agonist (AID 2058); inhibition, % at 10 µM; hits with a dose series show IC50 in µM; U2OS GPR35 beta-arrestin-GFP translocation imaging, zaprinast antagonism; higher % means a stronger effect; 290,000 compounds, 0.052% hits;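 active = inhibition of at least 50% with at least 30 cells and total cytoplasm GFP at most 10,000,000; inconclusive = under 30 cells or total GFP of 10,000,000 plus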
LYP inhibition = inhibitors of LYP phosphatase, biochemical, fluorescence intensity, uHTS (AID 1779). recombinant LYP phosphatase, fluorescence intensity; higher % means a stronger effect. 290,000 compounds, 0.054% hits. inhibition, % at 11.5 µM, or IC50 in µM where a hit was titrated; in the data active = inhibition above about 50%;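 also: plate controls were vehicle with enzyme for no effect and no enzyme for full effect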
WT yeast gro inh mutant strain = recorded beside WT yeast gro inh, whose call it bears; inhibition, %; mitochondrial fusion phenotypic screen, mutant strain inhibition
Autophagy mod cell loss 18 h = second read-out of Autophagy mod, no call of its own (marks repeat the call); toxicity, %; measured here: cell loss, nuclei count;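 cell loss after 18 h compound exposure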
NTR1 agonist cell count 20 µM = also measured in NTR1 agonist; calls as there; cell count; measured here: cell count, cytotoxicity flag
NS5 inhibitors pilot replicate = also measured in NS5 inhibitors; calls as there; inhibition, %; measured here: pilot screen replicate inhibition
An asterisk follows results filed as active; [ ] = remark or other dose. Outcome played no part in choosing rows, and some 2.6% of all compounds hit somewhere here.

CNC(=S)Nc1cc2oc3ccccc3c2cc1OC was read as AID2073 43%, K1F lysis inhibition -0.1%, NTR1 agonist 1.7, RSV antiviral HEp-2 4.7%, NS5 inhibitors 3%, GPR35 arrestin U2OS 7%, LYP inhibition -6% and NTR1 agonist cell count 20 µM 71.
For COc1ccccc1-c1cc(C(=O)NCc2cccs2)no1 the results were Autophagy mod inactive, WT yeast gro inh 4, AID2073 12%, K1F lysis inhibition -0.5%, NTR1 agonist 0.2, RSV antiviral HEp-2 2.1%, NS5 inhibitors -13%, GPR35 arrestin U2OS 4%, LYP inhibition -6%, WT yeast gro inh mutant strain 5, Autophagy mod cell loss 18 h 10 and NTR1 agonist cell count 20 µM 46.
For O=c1c(-c2ccc(O)cc2)coc2cc(OC3OC(CO)C(O)C(O)C3O)cc(O)c12 (centres undefined) the results were Autophagy mod inactive, WT yeast gro inh -2, AID2073 -4%, K1F lysis inhibition 1.4%, NTR1 agonist 0.2, RSV antiviral HEp-2 1.1%, NS5 inhibitors -10%, GPR35 arrestin U2OS -4%, LYP inhibition -5%, WT yeast gro inh mutant strain -23, Autophagy mod cell loss 18 h -15 and NTR1 agonist cell count 20 µM 93.
Cc1ccc(NC(=O)CCN2C(=O)C3CCCCC3C2=O)c(O)c1 (centres undefined) was read as K1F lysis inhibition 1.5%[50 µM], NTR1 agonist -0.1, RSV antiviral HEp-2 -0.9%, NS5 inhibitors -9% and NTR1 agonist cell count 20 µM 64.
Screening CN(Cc1cnn(C)c1)C(=O)c1sc2cccc(Cl)c2c1Cl returned Autophagy mod inactive, WT yeast gro inh -4, AID2073 1%, K1F lysis inhibition 0.4%, NTR1 agonist -0.5, RSV antiviral HEp-2 5.6%, NS5 inhibitors -2%, GPR35 arrestin U2OS -17%, LYP inhibition -10%, WT yeast gro inh mutant strain -13, Autophagy mod cell loss 18 h -3 and NTR1 agonist cell count 20 µM 79.
Screening Cc1cc(CNC(=O)C2CCC(=O)N(CCc3cccc(F)c3)C2)nn1C (centres undefined) returned AID2073 5%, K1F lysis inhibition -0.3%, NTR1 agonist 0.9, RSV antiviral HEp-2 0.9%, NS5 inhibitors -4%, GPR35 arrestin U2OS 9%, LYP inhibition -5% and NTR1 agonist cell count 20 µM 52.
For N/C(=N\OC(=O)COc1ccc(Cl)cc1Br)c1ccncc1 the results were Autophagy mod inactive, WT yeast gro inh 16, AID2073 -3%, K1F lysis inhibition 0.6%, NS5 inhibitors -4%, GPR35 arrestin U2OS -6%, LYP inhibition -5%, WT yeast gro inh mutant strain 19 and Autophagy mod cell loss 18 h -2.
O=C(O)CCc1nnc2n(Cc3ccc(F)cc3)c(=O)c3ccccc3n12 was read as WT yeast gro inh 8, AID2073 3%, K1F lysis inhibition 1.6%, NTR1 agonist -3.5, RSV antiviral HEp-2 1.7%, NS5 inhibitors 1%, GPR35 arrestin U2OS -14%, LYP inhibition 1%, WT yeast gro inh mutant strain 8 and NTR1 agonist cell count 20 µM 59.
Screening CSc1cccc(NCc2ccc([N+](=O)[O-])cc2)c1 returned Autophagy mod inactive, WT yeast gro inh 17, AID2073 -1%, K1F lysis inhibition -0.6%, NTR1 agonist -0.7, RSV antiviral HEp-2 4.7%, NS5 inhibitors -4%, GPR35 arrestin U2OS 16%, LYP inhibition -4%, WT yeast gro inh mutant strain -14, Autophagy mod cell loss 18 h -18 and NTR1 agonist cell count 20 µM 42.
O=C(NCC1CCCO1)C(=O)N/N=C\c1ccc2c(c1)OCO2 (centres undefined) was read as AID2073 14%, K1F lysis inhibition -0.1%, NTR1 agonist 0.2, RSV antiviral HEp-2 0.8%, NS5 inhibitors -2%, GPR35 arrestin U2OS 0%, LYP inhibition -6% and NTR1 agonist cell count 20 µM 48.
Screening CSc1cccc(NC(=S)N2CCC(c3ccccc3)C2)c1 (centres undefined) returned AID2073 -6%, K1F lysis inhibition 0.2%, NTR1 agonist 0.5, RSV antiviral HEp-2 inconclusive, NS5 inhibitors -5%, GPR35 arrestin U2OS -7%, LYP inhibition -3% and NTR1 agonist cell count 20 µM 78.
O=C(NC1CCCCC1)C1CCCN(S(=O)(=O)c2cccs2)C1 (centres undefined) was read as Autophagy mod inactive, WT yeast gro inh -18, AID2073 10%, K1F lysis inhibition 1.1%, NTR1 agonist 0.6, RSV antiviral HEp-2 2.9%, NS5 inhibitors -2%, GPR35 arrestin U2OS -3%, LYP inhibition -6%, WT yeast gro inh mutant strain -6, Autophagy mod cell loss 18 h 5 and NTR1 agonist cell count 20 µM 63.
CC1(C)CC(NC(=O)C(C)(C)Oc2ccc(Cl)cc2)CC(C)(C)N1 was read as AID2073 11%, K1F lysis inhibition 0.3%, NTR1 agonist 0.4, RSV antiviral HEp-2 0.6%, NS5 inhibitors -3%, GPR35 arrestin U2OS 8%, LYP inhibition -9% and NTR1 agonist cell count 20 µM 48.
Screening Cc1ccc2c(c1)cc1c(=O)n(CC(=O)NCCCc3ccccc3)nc(C)n12 returned AID2073 32%, K1F lysis inhibition 0.8%, NTR1 agonist -0.9, RSV antiviral HEp-2 -1.2%, NS5 inhibitors -3%, GPR35 arrestin U2OS 7%, LYP inhibition -8% and NTR1 agonist cell count 20 µM 62.
Screening O=C(Nc1ccccc1C(=O)Nc1ccncc1)c1ccccc1 returned AID2073 11%, K1F lysis inhibition 0.2%, NTR1 agonist 0.2, RSV antiviral HEp-2 2.5%, NS5 inhibitors -8%, GPR35 arrestin U2OS 7%, LYP inhibition 2% and NTR1 agonist cell count 20 µM 34.
For COc1cc(-c2cc(C(=O)NCc3ccc(S(N)(=O)=O)cc3)c3ccccc3n2)cc(OC)c1OC the results were AID2073 15%, K1F lysis inhibition -0.7%, NTR1 agonist -0.2, RSV antiviral HEp-2 1.8%, NS5 inhibitors -8%, GPR35 arrestin U2OS 6%, LYP inhibition -1% and NTR1 agonist cell count 20 µM 40.
For O=C(O)/C=C/c1ccc(O)c(O)c1 the results were Autophagy mod inactive, WT yeast gro inh 13, AID2073 1%, K1F lysis inhibition 2.1%, NTR1 agonist 1.0, RSV antiviral HEp-2 0.5%, NS5 inhibitors -2%, GPR35 arrestin U2OS -7%, LYP inhibition -2%, WT yeast gro inh mutant strain -2, Autophagy mod cell loss 18 h 10 and NTR1 agonist cell count 20 µM 75.
`COc1ccc(CNC(=O)c2ccccc2NC(=O)C2=CSCCO2)c(OC)c1` gave AID2073 -3%, K1F lysis inhibition 0.2%, NTR1 agonist 2.4, RSV antiviral HEp-2 4.0%, NS5 inhibitors -4%, GPR35 arrestin U2OS 0%, LYP inhibition -6% and NTR1 agonist cell count 20 µM 74.
Cc1csc(NC(=O)C2CC(=O)N(Cc3ccco3)C2)n1 (centres undefined) was read as Autophagy mod inactive, WT yeast gro inh 15, AID2073 34%, K1F lysis inhibition 1.9%, NTR1 agonist -1.1, RSV antiviral HEp-2 -0.4%, NS5 inhibitors -1%, GPR35 arrestin U2OS -6%, LYP inhibition 5%, WT yeast gro inh mutant strain 6, Autophagy mod cell loss 18 h -7 and NTR1 agonist cell count 20 µM 50.
CCn1c(SCC(=O)Nc2nccs2)nnc1-c1cccnc1 was read as AID2073 6%, K1F lysis inhibition 1.2%[50 µM], NTR1 agonist 2.5, RSV antiviral HEp-2 1.2%, NS5 inhibitors -10%, GPR35 arrestin U2OS -16%, LYP inhibition -10% and NTR1 agonist cell count 20 µM 64.
`COC(=O)c1cc(OC)c(OC)cc1NC(=O)c1ccc(Br)o1` gave Autophagy mod inactive, WT yeast gro inh 6, K1F lysis inhibition 0.0%, NTR1 agonist 0.6, RSV antiviral HEp-2 7.8%, NS5 inhibitors 5%, WT yeast gro inh mutant strain -2, Autophagy mod cell loss 18 h -11 and NTR1 agonist cell count 20 µM 47.
`COc1ccc(/C=C/C(=O)NC(=S)N2CCN(c3ccccn3)CC2)cc1OC` gave Autophagy mod inactive, WT yeast gro inh 16, AID2073 5%, K1F lysis inhibition 0.2%, NTR1 agonist -0.2, RSV antiviral HEp-2 9.4%, NS5 inhibitors -4%, GPR35 arrestin U2OS -4%, LYP inhibition 8%, WT yeast gro inh mutant strain -14, Autophagy mod cell loss 18 h -9 and NTR1 agonist cell count 20 µM 49.
`COc1cccc(NC(=S)NC(=O)/C=C/c2ccc(F)cc2)c1` gave AID2073 17%, K1F lysis inhibition 1.2%, NTR1 agonist 0.5, RSV antiviral HEp-2 1.6%, NS5 inhibitors 5%, GPR35 arrestin U2OS 3%, LYP inhibition -5% and NTR1 agonist cell count 20 µM 71.
Screening CCN(CC)c1nc2ccccc2nc1-n1nc(C)cc1C returned Autophagy mod inactive, WT yeast gro inh 18, AID2073 6%, K1F lysis inhibition 1.5%, NTR1 agonist 1.7, RSV antiviral HEp-2 -0.7%, NS5 inhibitors -2%, GPR35 arrestin U2OS -1%, LYP inhibition -8%, WT yeast gro inh mutant strain 23, Autophagy mod cell loss 18 h 6 and NTR1 agonist cell count 20 µM 63.
For COC(=O)CC1SC(=O)NC1=Nc1ccccc1 (centres undefined) the results were Autophagy mod inactive, WT yeast gro inh 0, AID2073 19%, K1F lysis inhibition 0.0%, NTR1 agonist -1.5, RSV antiviral HEp-2 -0.1%, NS5 inhibitors 4%, GPR35 arrestin U2OS -12%, LYP inhibition -3%, WT yeast gro inh mutant strain -8, Autophagy mod cell loss 18 h 13, NTR1 agonist cell count 20 µM 97 and NS5 inhibitors pilot replicate -2.3.
For O=C(Nc1ccc(N2C(=O)C3C4C=CC(C4)C3C2=O)cc1)Nc1nncs1 (centres undefined) the results were WT yeast gro inh 14, AID2073 0%, K1F lysis inhibition 0.0%, NTR1 agonist -0.7, RSV antiviral HEp-2 3.7%, NS5 inhibitors -8%, GPR35 arrestin U2OS 0%, LYP inhibition -1%, WT yeast gro inh mutant strain 6 and NTR1 agonist cell count 20 µM 84.

2 entries picked at random from those above:
For COC(=O)CC1SC(=O)NC1=Nc1ccccc1 (centres undefined) the results were Autophagy mod inactive, WT yeast gro inh 0, AID2073 19%, K1F lysis inhibition 0.0%, NTR1 agonist -1.5, RSV antiviral HEp-2 -0.1%, NS5 inhibitors 4%, GPR35 arrestin U2OS -12%, LYP inhibition -3%, WT yeast gro inh mutant strain -8, Autophagy mod cell loss 18 h 13, NTR1 agonist cell count 20 µM 97 and NS5 inhibitors pilot replicate -2.3.
`COC(=O)c1cc(OC)c(OC)cc1NC(=O)c1ccc(Br)o1` gave Autophagy mod inactive, WT yeast gro inh 6, K1F lysis inhibition 0.0%, NTR1 agonist 0.6, RSV antiviral HEp-2 7.8%, NS5 inhibitors 5%, WT yeast gro inh mutant strain -2, Autophagy mod cell loss 18 h -11 and NTR1 agonist cell count 20 µM 47.

Screening results as filed in PubChem BioAssay.
